Compound activity deposited in PubChem by several laboratories.
PPARg SRC-3 ag = promotes SRC-3 coactivator recruitment by human PPARgamma; P37231; biochemical PPARgamma/SRC-3 coactivator recruitment assay; activation, % at 8 µM; 200,000 tested, 0.26% active; AID 731; in the data active means activation above about 23%;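 further: 0% = DMSO and 100% = reference agonist; some compounds past the cut are filed as inactive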
Target sequence (P37231 whole entry, looked up): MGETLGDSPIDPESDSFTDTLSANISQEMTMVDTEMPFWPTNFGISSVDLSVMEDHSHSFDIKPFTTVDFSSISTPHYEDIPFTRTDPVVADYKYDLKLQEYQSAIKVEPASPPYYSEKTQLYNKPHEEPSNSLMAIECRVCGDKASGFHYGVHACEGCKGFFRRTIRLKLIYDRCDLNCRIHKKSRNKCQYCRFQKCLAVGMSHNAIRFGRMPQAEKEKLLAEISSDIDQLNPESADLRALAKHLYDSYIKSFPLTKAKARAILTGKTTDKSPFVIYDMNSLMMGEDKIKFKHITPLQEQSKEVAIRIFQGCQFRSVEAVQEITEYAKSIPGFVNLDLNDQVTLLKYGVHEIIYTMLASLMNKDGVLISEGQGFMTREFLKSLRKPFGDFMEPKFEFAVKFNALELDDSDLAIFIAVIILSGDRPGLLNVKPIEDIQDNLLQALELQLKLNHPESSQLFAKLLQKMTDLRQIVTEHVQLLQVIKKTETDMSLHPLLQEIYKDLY
PPARg SRC-1 ag = promotes SRC-1 coactivator recruitment by human PPARgamma; PPARgamma-SRC-1 coactivator recruitment biochemical assay; activation, % at 8 µM; 200,000 tested, 0.41% active; AID 631; in the data active means activation above about 19%;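 further: 0% = DMSO and 100% = reference agonist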
bIAP act = intestinal alkaline phosphatase (bovine) activation; purified bovine IAP, CDP-star luminescence, 30 min; hits give high values; fold of DMSO-control signal, blank-subtracted; activation factor at 20 µM; 200,000 tested, 0.17% active;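 active means activation factor of 2 or more at 20 µM, a signal rise over negative controls twice the positive control's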
TNAP act hi DEA = increases human TNAP activity under high phosphate acceptor concentration | activation factor at 20 µM | P05186 | 200,000 tested, under 10 active | purified TNAP, CDP-star luminescence, 1 M DEA, 30 min; hits give high values; 0 = EDTA background, 1 = DMSO-only activity;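 active means activation factor at least 2 at 20 µM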
Target sequence (P05186 whole entry, looked up): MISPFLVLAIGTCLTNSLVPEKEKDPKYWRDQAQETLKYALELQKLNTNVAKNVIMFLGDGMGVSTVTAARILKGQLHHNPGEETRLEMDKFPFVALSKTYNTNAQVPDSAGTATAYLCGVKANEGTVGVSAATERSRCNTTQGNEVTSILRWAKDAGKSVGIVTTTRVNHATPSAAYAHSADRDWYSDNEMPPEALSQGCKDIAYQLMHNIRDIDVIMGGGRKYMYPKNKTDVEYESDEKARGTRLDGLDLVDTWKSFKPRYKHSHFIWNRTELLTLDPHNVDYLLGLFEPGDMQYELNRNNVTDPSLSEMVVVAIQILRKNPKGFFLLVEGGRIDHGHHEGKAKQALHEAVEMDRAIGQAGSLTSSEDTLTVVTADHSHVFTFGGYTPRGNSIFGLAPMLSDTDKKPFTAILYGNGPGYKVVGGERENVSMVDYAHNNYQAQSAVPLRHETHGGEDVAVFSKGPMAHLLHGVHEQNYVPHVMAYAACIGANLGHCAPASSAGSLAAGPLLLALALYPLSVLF
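Dosing: 20 µM single point. System: human TNAP. Amount: TNAP 1/800 final. Incubation: 30 min, room temperature. Read-out: TNAP activation factor scaled between EDTA and DMSO control wells. Signal: luminescence from CDP-star hydrolysis. Medium: 1 M DEA, pH 9.8, Mg2+, Zn2+. Control set: EDTA negative control, DMSO positive control.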
PPARg SRC2 recr = agonists of SRC-2 recruitment by human PPARgamma; PPARgamma LBD-SRC-2 recruitment, biochemical; 200,000 tested, 0.34% active; P37231; activation, % at 8 µM; in the data active means activation above about 22%;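 further: 0% = vehicle and 100% = reference agonist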
TNAP inh noacc = TNAP (human) inhibition, acceptor-free conditions | inhibition, % at 20 µM | P05186 | 200,000 tested, 0.26% active | purified TNAP, CDP-star luminescence, 30 min;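 active means tissue-nonspecific alkaline phosphatase inhibition above about 50% at 20 µM in the single-dose screen, limit read from the data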;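 further: 0% = DMSO negative control and 100% = EDTA positive control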
HMGR II inh = E. faecalis class II HMG-CoA reductase inhibition | 190,000 tested, 0.41% active | AID 1066 | purified E. faecalis HMGR, NADPH absorbance 340 nm kinetic | inhibition, % at 10 µM;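 active means inhibition above a set limit, the median over all tested compounds plus 3 SD, cut at about 9.5% in these data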;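 further: enzyme runs in reverse so mevalonate oxidation gives rising NADPH absorbance; 0% = complete reaction with DMSO and 100% = background rate lacking mevalonate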
bIAP inh = blocks bovine intestinal alkaline phosphatase activity. 190,000 tested, under 10 active. inhibition, % at 20 µM. purified bovine IAP, CDP-star luminescence, 30 min. AID 1019;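 active means over 50% inhibition of intestinal alkaline phosphatase at 20 µM in the single-dose screen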
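System: Purified bovine intestinal alkaline phosphatase (IAP) enzyme | Input: IAP diluted 1/65,000,000 in the well | Also added: CDP-star chemiluminescent phosphatase substrate, 30 µM final | Dosing: 20 µM single dose | Times: Enzyme reaction for 30 min at room temperature | Detection: Luminescence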
TNAP inh hi DEA = inhibitors of human TNAP at high phosphate acceptor concentration; P05186; purified TNAP, CDP-star luminescence, 1 M DEA; inhibition, % at 20 µM; 200,000 tested, 0.03% active; AID 1135;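 active means over 50% inhibition of tissue-nonspecific alkaline phosphatase at 20 µM in the single-dose screen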;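 further: plate controls were DMSO wells for no effect and EDTA-quenched wells as full inhibition for full effect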
SRC2 TRFRET art = counter-screen for PPARgamma SRC-2 recruitment agonists: TR-FRET artefact. hits give high values. TR-FRET ratio at 8 µM. 200,000 tested, 0.4% active; in the data active means TR-FRET ratio above about 2000; further: inactives centre near 1500
* = called active by the depositor; . = no result given. Random draw from the library. About 1.6% of those tested had a hit in this group.

SMILES,PPARg SRC-3 ag,PPARg SRC-1 ag,bIAP act,TNAP act hi DEA,PPARg SRC2 recr,TNAP inh noacc,HMGR II inh,bIAP inh,TNAP inh hi DEA,SRC2 TRFRET art
COc1ccc(S(=O)(=O)N2CCCCCC2)cc1,0,0,0.8,1.1,6,-13,-3,23,-8,1374
C/C(=N\Nc1cccc2cccnc12)c1ccc(N)cc1,5,0,0.9,0.9,-5,-20,-6,8,6,1589
Cc1noc(C)c1COc1ccc(C(=O)OCC(=O)NC(=O)C2COc3ccccc3O2)cc1 (stereo not drawn),2,4,1,1.1,-6,-16,-1,0,-8,1552
C=CCN(CC=C)CCOc1ccccc1,3,0,0.9,1.1,-1,-9,-4,6,-5,1588
COCC(=O)N(C)c1nnc(-c2cnc(C)cn2)s1,-10,1,1,1,-1,-7,-3,1,-2,1399
Cc1ccccc1Nc1scc(-c2ccc(Br)cc2)[n+]1-c1ccccc1C,-1,6,1,1.1,0,-1,-1,-2,-7,1700
CCN(CC)C(=O)C1CCC(CNS(=O)(=O)c2cccc3cccnc23)CC1 (stereo not drawn),9,3,0.9,1,13,-11,-1,6,1,1545
N#Cc1nc(-c2ccc(OCc3ccc(Cl)cc3)cc2)oc1NCc1cccnc1,-2,-1,1,1,2,-3,-6,3,4,1642
COn1c(SCC(N)=O)nc2ccccc2c1=O,1,6,1.1,1,8,-9,0,-10,-4,1513
Cc1cc(C(=O)NCCCN2CCOCC2)n(-c2ccccc2)n1,3,0,0.9,1,9,-10,-6,10,2,1685
Cc1nn(Cc2ccc(C(=O)N3CCOCC3)o2)c(C)c1Br,2,1,0.9,1.1,7,-8,-2,12,-8,1562
COc1ccc(N2CCN(C(=S)NCc3ccc(C)cc3)CC2)cc1,1,6,1.1,1,5,-11,-7,-6,-3,1630
CCC(=O)Nc1cc2c(cc1C(=O)c1ccccc1)OCCO2,2,6,1,1.1,-4,-2,0,-1,-6,1485
CCN(Cc1ccccc1)C(=O)Cn1c(=O)n(-c2ccc(OC)cc2OC)c(=O)c2c(C)c(C)sc21,0,6,1,1,-1,-3,-5,2,-2,1513
CCC(C)[C@H](NC(=O)NCc1cccs1)C(=O)OC (stereo partly drawn),-1,-1,1,1.1,-4,-13,-1,3,-8,1532
COc1ccc(-c2cc(=O)oc3c(C)c(O)c(CN(C)C)cc23)cc1,-3,3,1.1,1.1,1,-15,-4,-6,-5,1420
Cc1noc(C)c1S(=O)(=O)N1CCN(C(c2ccccc2)c2ccc(Cl)cc2)CC1 (stereo not drawn),5,-3,0.9,1.1,5,-10,1,7,-6,1371
CCCCCCCn1c2c(c(=N)c3c1CCC3)CCCC2,6,2,1.1,1,3,-11,-1,-15,0,1525
COc1ccc(N(C(=O)CCl)C(C)(C(=O)Nc2c(C)cccc2C)c2ccccn2)cc1 (stereo not drawn),-4,3,0.9,1,-2,-2,-8,6,5,1467
COc1ccc(Cc2nc3c4c(ncn3n2)Oc2c(ccc3ccccc23)C4c2ccc(OC)c(OC)c2)cc1 (stereo not drawn),3,2,0.9,1,9,-2,-3,10,4,1578
Cc1csc2ncc(C(=O)NCc3ccc4c(c3)OCO4)c(=O)n12,.,.,1,1,.,-9,.,3,-2,.
Cc1ccc(C)c(OCCn2c(=O)c3c(ncn3C3CCCC3)n(Cc3ccccc3)c2=O)c1,1,6,0.9,1,5,-9,-5,10,0,1573
CC1=CC(C)(C)Nc2ccc(OC(=O)C(C)N3C(=O)c4ccccc4C3=O)cc21 (stereo not drawn),-5,6,0.8,1,-7,0,2,22,-4,1472
N#Cc1cc([N+](=O)[O-])cnc1N(CCO)CCO,-1,-3,1.1,1,13,-5,1,-6,2,1634
COC(=O)/C=C/c1sc2nc(C)cc(C)c2c1N=CN(C)C,-3,-1,1.1,1.1,-2,0,-9,-6,-6,1524
CCCc1nc(NCc2ccncc2)c2nnn(Cc3ccccc3F)c2n1,-1,-12,0.9,1,-9,-6,-5,7,-3,1424
Cc1c(CN(C)C)c2c(n1Cc1ccccc1)C(=O)c1ccccc1-2,6,4,0.8,1,1,0,-9,20,0,1502
CC(/C=C/c1ccc(N(C)C)cc1)=N\N=C(/N)SC1CC(=O)N(c2ccc(C(=O)O)cc2)C1=O (stereo not drawn),3,16,0.8,1,14,-6,0,16,3,1787
Cc1ccc(S(=O)(=O)N2CCC(C(=O)N[C@H](C(=O)N3CCN(C)CC3)C(C)C)CC2)cc1,0,11,1,1.1,14,-17,-1,4,-12,1540
Cc1onc(-c2ccccc2Cl)c1C(=O)OCC(=O)Nc1ccc2c(c1)OCO2,-4,-3,0.9,1,-5,-6,1,12,-1,1483

New compounds follow
SMILES,PPARg SRC-3 ag,PPARg SRC-1 ag,bIAP act,TNAP act hi DEA,PPARg SRC2 recr,TNAP inh noacc,HMGR II inh,bIAP inh,TNAP inh hi DEA,SRC2 TRFRET art
CC(C)CC(=O)NC1(C(F)(F)F)C(=O)Nc2c1c(=O)n(C)c(=O)n2C (stereo not drawn),8,-5,0.9,1,-3,-9,-4,14,-4,1357
S=C(NCCCN1CCOCC1)NCCCN1CCOCC1,3,10,0.9,1,1,-7,-3,9,1,1633
CCSc1sccc1C1C(C#N)=C(N)N(c2cccnc2)C2=C1C(=O)CCC2 (stereo not drawn),4,-3,0.9,1.1,-3,-14,2,6,-5,1367
CC(C)(C)[C@H]1C=C(C(=O)N2CCN(Cc3ccccc3)CC2)O[C@@H](OCCCCO)C1,1,0,1.1,1.1,-3,-11,-7,-13,-11,1444
COCCNC(=O)COc1ccc(C)cc1C,2,6,1,1.1,5,-14,-1,-3,-6,1528
COc1ccc(N2CCN(C(CNS(C)(=O)=O)c3ccco3)CC2)cc1 (stereo not drawn),0,-7,1.1,1,-2,-13,2,-14,-5,1527
CCNS(=O)(=O)c1ccc(NC(=O)c2cccnc2)cc1,0,2,0.8,1,1,-12,3,18,-3,1762
CCC(C)(C(=O)NC1CCCCC1)N(CC1CCCO1)C(=O)Cc1cccs1 (stereo not drawn),3,-5,1.2,1,-11,-9,1,-19,-1,1689
COC(=O)c1ccc(Oc2c(F)c(F)nc(N3CCOCC3)c2F)cc1,6,4,1,1,4,-10,-1,-5,-1,1770
CCN(C(=O)CCN1C(=O)c2ccccc2C1=O)C1CCCCC1,-6,-6,1,1.1,-2,-10,-5,-1,-5,1486
COC(=O)c1[nH]c2cc(OC)ccc2c1NC(=O)CCN1CCN(Cc2ccc3c(c2)OCO3)CC1,-4,-2,1,1.1,-5,-11,-5,4,-9,1386
CCN(CC)C(=O)C(=O)N/N=C/c1ccc(Cl)cc1Cl,1,1,1,1,-1,-1,1,4,-4,1616
COc1ccc(CNc2nc(NCc3ccc(OC)c(OC)c3)n(C(=O)c3cccs3)n2)cc1OC,11,-4,0.9,1,-2,-8,0,6,0,1495
O=C(CCc1ccc(CCC(=O)c2cccs2)s1)c1cccs1,-6,7,0.2,1,3,-13,-7,.,-2,1560
CC1CN(CCCOc2ccccc2-c2ccccc2)CC(C)O1 (stereo not drawn),-3,7,1.1,1,-2,-2,-3,-5,1,1539
O=c1[nH]c(/C=C/c2ccccc2[N+](=O)[O-])nc2ccccc12,5,4,0.9,1,5,-1,2,15,3,1750
CCc1ccccc1NC(=O)CSc1nc2ccccc2n1CC(=O)N1CCCC1,-2,-1,0.9,1,10,-9,-2,7,-4,1566
Cn1c(/C(C#N)=C/Nc2ccccn2)nc2ccccc21,1,0,1.2,1.1,3,-40,-2,-17,-6,1662
Cc1ccc2nc(/N=C(\N)NC(=O)N3c4ccccc4Sc4ccccc43)nc(C)c2c1,2,-2,0.9,1,3,-8,3,5,5,1654
C=CCNC(=O)C1=NOC(CNC(=O)c2c(-c3ccccc3Cl)noc2C)C1 (stereo not drawn),5,-2,1,1,10,0,-4,1,0,1756
COC(=O)c1onc(C(=O)c2ccccc2)c1C(=O)OC,-1,-2,0.9,1,16,-8,1,14,-1,1665
CCCCC(CC)C(=O)Nc1ccccc1C(=O)NC(C)C (stereo not drawn),2,-5,0.9,1,3,-11,-9,10,-2,1492
CC1=CC(C)(C)N(C(=O)CCl)c2ccccc21,5,-1,1.2,1,4,0,-1,-23,-2,1645
Cc1cc(N(CC(=O)NC2CC2)S(C)(=O)=O)ccc1Br,-3,1,0.7,1,-13,-3,-7,27,-2,1338
Cc1cccc(N2CCN(C(=O)c3c(C)nn(Cc4ccccc4Cl)c3C)CC2)c1C,-11,5,1.1,1.1,4,-12,-1,-12,-7,1532
CCOc1cc(/C=C(/C#N)c2nc3ccccc3[nH]2)ccc1OCc1ccc(C(=O)O)o1,0,2,1,1,5,-7,-1,4,-2,1423
COc1ccc(NC(=O)c2c(C(F)(F)F)nn(C)c2Cl)cc1,3,-3,1.1,1,3,-5,-7,-6,-2,1397
COc1cccc(CN(C)CC(=O)NCc2ccccc2Cl)c1,7,2,0.9,1,4,8,-7,5,-3,1456
C=CCNC(=O)/C(C#N)=C/c1c(C)nn(-c2ccc(Cl)cc2)c1Cl,3,9,0.9,1,9,-13,-5,11,0,1500
COc1ccc(NC(=O)C2Cc3ccccc3CN2C(=O)c2ccccc2)cn1 (stereo not drawn),-5,12,1,1,-1,-6,0,0,-3,1433

Next structures.
SMILES,PPARg SRC-3 ag,PPARg SRC-1 ag,bIAP act,TNAP act hi DEA,PPARg SRC2 recr,TNAP inh noacc,HMGR II inh,bIAP inh,TNAP inh hi DEA,SRC2 TRFRET art
O=C(COC(=O)c1cc[n+]([O-])cc1)NCCc1ccc(Cl)cc1Cl,1,1,1.2,1,8,2,-3,-19,4,1691
CCc1ccc(-c2nc(C(N)=O)c3[nH]c(=O)n(-c4ccccc4OC)c3n2)cc1,-4,1,1.2,1,-8,-12,4,-16,-4,1506
COc1ccc(OC)c(-c2cc(C(=O)NCc3ccc(Cl)cc3)no2)c1,3,1,0.9,1.1,-4,-6,0,7,-5,1611
COCCCNC(=O)CS(=O)Cc1nc(-c2cccc(OC)c2)oc1C (stereo not drawn),0,2,1,1.1,-2,-14,-1,-4,-7,1504
Cc1ccc(Nc2nc(N3CCOCC3)nc(N3CCOCC3)n2)cc1,7,3,1,1.1,2,1,-3,1,-5,1607
CCCNC1=C(C)C(=O)CC1,10,4,0.9,1,3,1,-1,8,-3,1465
CS(=O)CCC(NS(=O)(=O)c1ccccc1)C(=O)O (stereo not drawn),1,0,0.9,1,8,-6,-3,5,0,1636
O=C1Nc2ccccc2OC1CC(=O)N1CCN(c2cccc(C(F)(F)F)c2)CC1 (stereo not drawn),-12,3,1,1.1,10,-9,-1,1,-6,1434

Part of the list above in order of number of heavy atoms, rising.
SMILES,PPARg SRC-3 ag,PPARg SRC-1 ag,bIAP act,TNAP act hi DEA,PPARg SRC2 recr,TNAP inh noacc,HMGR II inh,bIAP inh,TNAP inh hi DEA,SRC2 TRFRET art
CS(=O)CCC(NS(=O)(=O)c1ccccc1)C(=O)O (stereo not drawn),1,0,0.9,1,8,-6,-3,5,0,1636
O=C(COC(=O)c1cc[n+]([O-])cc1)NCCc1ccc(Cl)cc1Cl,1,1,1.2,1,8,2,-3,-19,4,1691
COc1ccc(OC)c(-c2cc(C(=O)NCc3ccc(Cl)cc3)no2)c1,3,1,0.9,1.1,-4,-6,0,7,-5,1611
